MOR-DOR ag = agonists of OPRM1-OPRD1 heterodimerization, primary screen, cell-based, luminescence; Mu-type opioid receptor (Homo sapiens) + Delta-type opioid receptor (Homo sapiens), …; cells; activation, % at 9.3 µM; 0.3% of 340,000 active; AID 504326, 2011; in the data active means activation above about 18%;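 further: 0% = vehicle-treated cells and 100% = reference agonist; values of inactives mirror those of a sister screen read the other way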
Keap1 Nrf2 FP = Keap1-Nrf2 protein-protein interaction inhibitors, primary screen, biochemical, fluorescence polarization, single point; inhibition, % at 9.4 µM; Kelch-like ECH-associated protein 1 (Homo sapiens), Q14145; AID 504523, 2011; 0.15% of 340,000 active; Keap1 Kelch-Nrf2 peptide fluorescence polarization, 1536-well; in the data active means inhibition above about 12%;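 further: human Keap1 Kelch domain with fluorescein labeled Nrf2 9mer peptide probe; 0% = neutral control wells and 100% = peptide positive control; higher means more block of Keap1 binding to Nrf2 peptide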
Target sequence (Q14145 whole entry, looked up, the tested form may be a part): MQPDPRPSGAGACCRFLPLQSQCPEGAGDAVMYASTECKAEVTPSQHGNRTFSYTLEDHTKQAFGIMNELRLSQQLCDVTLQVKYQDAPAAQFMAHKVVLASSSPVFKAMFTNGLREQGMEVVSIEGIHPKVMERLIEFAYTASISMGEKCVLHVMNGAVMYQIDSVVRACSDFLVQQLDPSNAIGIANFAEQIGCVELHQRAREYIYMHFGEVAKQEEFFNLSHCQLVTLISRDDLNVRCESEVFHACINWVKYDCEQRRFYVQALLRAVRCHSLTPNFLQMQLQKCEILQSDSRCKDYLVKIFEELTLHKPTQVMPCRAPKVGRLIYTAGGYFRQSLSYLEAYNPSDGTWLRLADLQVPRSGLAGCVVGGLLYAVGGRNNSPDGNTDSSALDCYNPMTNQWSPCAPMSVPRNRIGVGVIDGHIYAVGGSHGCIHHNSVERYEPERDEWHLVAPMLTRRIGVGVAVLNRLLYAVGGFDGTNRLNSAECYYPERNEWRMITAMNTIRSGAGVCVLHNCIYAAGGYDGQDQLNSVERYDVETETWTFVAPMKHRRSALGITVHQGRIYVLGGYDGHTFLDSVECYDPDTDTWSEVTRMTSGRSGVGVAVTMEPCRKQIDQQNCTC
Arrestin-AP2 inh = inhibitors of beta-arrestin/AP2 binding, primary screen, biochemical, GPCR trafficking, flow cytometry; FITC-arrestin peptide / GST-AP2 beads; AP2 beta2 appendage carries R879A mutation; inhibition, % at 10 µM; 0.31% of 340,000 active; beta-arrestin 1 C-terminal peptide binding to AP2 beta2-adaptin appendage (human);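 active means inhibition above a set limit, near 3 SD of compounds lacking own fluorescence, cut at about 54% in these data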;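 further: plate controls were DMSO wells for no effect and 5 µM unlabelled arrestin peptide for full effect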
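System: GST-AP2 R879A glutathione beads | Also added: FITC-arrestin peptide, 50 nM | Times: 12 min plus 1 h, RT | Signal: Bead flow cytometry, FITC channel | Buffer or medium: PBS with 0.05% Tween 20 and 0.1% BSA | Read-out basis: Percent drop in bead-associated FITC signal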
Wnt act = Wnt/beta-catenin pathway activators, primary screen, cell-based, plate reader, single point | Wnt/beta-catenin reporter cell assay, activator | activation, % at 9.35 µM | 1.2% of 300,000 active | AID 743398, 2014; in the data active means activation above about 30%, passing the limit was not always enough;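 further: 0% = neutral control wells and 100% = positive control wells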
C-LANA FP = inhibitors of KSHV C-LANA binding to DNA, primary screen, biochemical, fluorescence polarization, FAM-LBS DNA, MBP-C-LANA, single point; Kaposi's sarcoma herpesvirus LANA C-terminal domain (residues 932-1162) DNA binding; inhibition, % at 9 µM; 0.078% of 340,000 active; AID 504423, 2011;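 active means highest replicate inhibition at or above 60% at 9 µM, even if other replicates fall short; inactive means all replicates below 60% inhibition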;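 further: 0% = neutral control wells and 100% = 4 µM acridine orange control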
Pemphigus Ab inh = inhibitors of pemphigus antibody binding to DSG3, primary screen, biochemical, bead-based, flow cytometry, scFv-GFP; Desmoglein-3 (Homo sapiens), P32926; 0.48% of 310,000 active; AID 588358, 2011; binding (percent of control), % at 10 µM; DSG3-coupled beads, scFv-anti-DSG3-GFP binding; hits give low values;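 active means binding more than 3 SD below its plate's average and above zero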;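 further: hits lower antibody fragment binding to DSG3; some compounds called inactive have numbers as strong as hits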
Cardiac RTF inh = cardiac RTF calcium sensitivity inhibitors, primary screen, biochemical, IANBD-TnC fluorescence, EC70 calcium. Troponin I, cardiac muscle (Homo sapiens) + Troponin T, cardiac muscle (Homo sapiens) + …. IANBD-labeled cardiac RTF, Ca2+ fluorescence. inhibition, % at 7.15 µM. 0.12% of 340,000 active. AID 493244, 2011;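 active means inhibition above the mean inhibition of all tested compounds plus 3 SD, cut at about 17% in these data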;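 further: assay run at fixed EC70 calcium of 1.6 mM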
cardiac RTF act = cardiac RTF calcium sensitivity activators, primary screen, biochemical, IANBD-TnC fluorescence, EC20 calcium. Troponin I, cardiac muscle (Homo sapiens) + Troponin T, cardiac muscle (Homo sapiens) + …. IANBD-labeled TnC RTF fluorescence at EC20 calcium; 0% EC20 calcium, 100% full calcium. activation, % at 7.2 µM. 0.24% of 340,000 active;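 active means activation above the mean over all tested compounds plus 3 SD, cut at about 30% in these data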;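 further: rise in fluorescence read as greater calcium sensitivity of cardiac thin filaments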
MOR-DOR inv ag = inverse agonists of MOR-DOR heterodimerization, primary screen, cell-based, luminescence; AID 504357, 2011; inhibition, % at 9.3 µM; 0.21% of 340,000 active; cell-based MOR-DOR heterodimer luminescence, inverse agonism; in the data active means inhibition above about 22%, passing the limit was not always enough;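 further: 0% = cells with DMSO and 100% = wells without cells with DMSO; values of inactives mirror those of a sister screen read the other way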
V-ATPase pH = regulators of yeast V-ATPase proton pumping, primary screen, pHLuorin cytosolic pH fluorescence | S. cerevisiae | response, % at 10 µM | 0.37% of 350,000 active | AID 504577, 2011; in the data active means response mostly above about 7.3%, no sharp cut-off; inactive means mostly below about 5.4%; further: actives read high; inactives centre near 0; some compounds called inactive have numbers as strong as hits; reference of the scale not given here
* hit, by the source's call; . = not tested or not shown.

no.	MOR-DOR ag	Keap1 Nrf2 FP	Arrestin-AP2 inh	Wnt act	C-LANA FP	Pemphigus Ab inh	Cardiac RTF inh	cardiac RTF act	MOR-DOR inv ag	V-ATPase pH	smiles
1	-3.1	-5	9	21	-0.2	103	-6	4	14	0	Cn1sc(NC(=O)c2ccc(Cl)cc2)nc1=O
2	-0.6	-1	16	-3	-0.7	.	-2	5	4	2	CCOC(=O)C1CCN(S(=O)(=O)c2ccc(Cl)s2)CC1
3	-1.2	-7	7	.	0.2	100	-10	15	7	0	O=C(CSc1nnc(Cc2csc(Nc3cccc(Cl)c3)n2)o1)N1CCc2ccccc21
4	-1.6	0	-2	-7	-0.3	105	-8	1	8	0	CCC(CC)C(=O)c1c[nH]c(C(=O)NCCCn2ccnc2)c1
5	-0.1	-7	-9	.	-1.4	135	9	2	0	1	COc1ccc(-c2nsc(SCC(=O)NCc3ccc4c(c3)OCO4)n2)cc1
6	-4.2	3	0	1	-2.1	103	-9	-6	16	1	COc1ccc(NC(=O)C(C)(C)Oc2ccc(Cl)cc2)cn1
7	0.8	-2	11	1	6.4	107	-4	2	-4	6	CCN=C1S/C(=C/c2ccc(-c3ccc(F)cc3)o2)C(=O)N1CC
8	.	-2	-5	1	-0.5	101	.	.	.	0	O=C(O)C1CCCCC1C(=O)NCc1ccc2c(c1)OCO2 (centres undefined)
9	2.3	-2	0	-2	0.1	105	2	0	-11	2	O=C(Nc1ccc(Cl)c(Cl)c1)OCc1cnc(Cl)s1
10	-2.9	-9	4	-3	-0.5	114	-3	-4	15	-2	CC(Sc1nnc(-c2cccs2)n1N)C(=O)NCC1CCCO1 (centres undefined)
11	-1.4	-3	6	-2	1.1	95	-7	-5	7	-1	CN(C)C(=O)CCc1ccc2c3c([nH]c2c1)[C@]1(CCC2CCCC2)[C@@H](C(=O)N2CCOCC2)C[C@H](CC(=O)NCCC2=CCCCC2)C(=O)N1CC3
12	0.4	2	22	-2	0.1	.	3	-6	-3	3	NC(=O)c1nsc(C(=O)N(c2cccc(F)c2)C(C(=O)NC2CCCC2)c2ccc(O)cc2)c1N (centres undefined)
13	-1.8	-1	2	1	-0.7	98	-8	4	10	-2	CN1CCN(S(=O)(=O)c2cc([N+](=O)[O-])ccc2N2CCCCCC2)CC1
14	-0.6	-5	8	3	-1.0	.	-12	-4	3	3	Cc1cc(C)cc(NC(=O)N2CCN(Cc3ccc4c(c3)OCO4)CC2)c1
15	-3.2	-1	16	1	-0.9	104	-12	1	15	2	CCOc1ccc(S(=O)(=O)NCc2ccc(OC)cc2)c2cccnc12
16	-1.0	-1	-8	0	2.2	104	3	1	5	-2	COc1cccc(-c2cc(C(F)(F)F)n3nc(C(=O)Nc4c(C)n(C)n(-c5ccccc5)c4=O)cc3n2)c1
17	0.6	-2	26	30	0.9	.	-7	0	-3	-5	Cc1ccnc(NC(=O)CCNC(=O)c2ccc(Cl)cc2)c1
18	5.9	0	-10	21	-0.6	85	-1	3	-30	1	COc1ccc(C(C#N)N2N=C(c3ccccc3)CC2c2ccccc2)cc1OC (centres undefined)
19	-0.1	1	-10	1	3.4	83	4	-4	0	-1	CCOc1ccc(NC(=O)CC2Nc3ccccc3NC2=O)cc1 (centres undefined)
20	-0.1	1	9	-17	-0.1	95	-3	-2	0	-1	COc1ccccc1C(=O)Nc1nc2ccccc2[nH]1
21	-0.2	-15	11	-5	-3.6	82	-5	-6	1	-1	C=CCN1C(=O)/C(=C/c2ccc(OC(C)=O)c(OCC)c2[N+](=O)[O-])SC1=S
22	-0.3	6	-15	0	-0.1	108	-3	-3	1	-4	COc1ccccc1N1CCN(/N=C(\C)c2ccccc2O)CC1
23	-2.9	0	22	2	1.2	100	2	-1	14	1	COc1ccc(Cn2ccnc2SCC(=O)Nc2cccc(NC(C)=O)c2)cc1
24	-0.2	1	-2	3	2.6	.	-8	1	1	0	CC(=O)Nc1ccc(/C=C/C(=O)c2ccc3c(c2)OCCO3)cc1
25	0.9	-5	26	-2	-1.0	107	-13	-4	-6	-1	O=C(CSc1nnc2ccc(-c3ccc(F)cc3)nn12)NCC1CCCO1 (centres undefined)

A different layout for some results above.
16. COc1cccc(-c2cc(C(F)(F)F)n3nc(C(=O)Nc4c(C)n(C)n(-c5ccccc5)c4=O)cc3n2)c1
- MOR-DOR ag = -1.0
- Keap1 Nrf2 FP = -1
- Arrestin-AP2 inh = -8
- Wnt act = 0
- C-LANA FP = 2.2
- Pemphigus Ab inh = 104
- Cardiac RTF inh = 3
- cardiac RTF act = 1
- MOR-DOR inv ag = 5
- V-ATPase pH = -2

17. Cc1ccnc(NC(=O)CCNC(=O)c2ccc(Cl)cc2)c1
- MOR-DOR ag = 0.6
- Keap1 Nrf2 FP = -2
- Arrestin-AP2 inh = 26
- Wnt act = 30
- C-LANA FP = 0.9
- Pemphigus Ab inh = .
- Cardiac RTF inh = -7
- cardiac RTF act = 0
- MOR-DOR inv ag = -3
- V-ATPase pH = -5

18. COc1ccc(C(C#N)N2N=C(c3ccccc3)CC2c2ccccc2)cc1OC (centres undefined)
- MOR-DOR ag = 5.9
- Keap1 Nrf2 FP = 0
- Arrestin-AP2 inh = -10
- Wnt act = 21
- C-LANA FP = -0.6
- Pemphigus Ab inh = 85
- Cardiac RTF inh = -1
- cardiac RTF act = 3
- MOR-DOR inv ag = -30
- V-ATPase pH = 1

19. CCOc1ccc(NC(=O)CC2Nc3ccccc3NC2=O)cc1 (centres undefined)
- MOR-DOR ag = -0.1
- Keap1 Nrf2 FP = 1
- Arrestin-AP2 inh = -10
- Wnt act = 1
- C-LANA FP = 3.4
- Pemphigus Ab inh = 83
- Cardiac RTF inh = 4
- cardiac RTF act = -4
- MOR-DOR inv ag = 0
- V-ATPase pH = -1

Continued.
no.	MOR-DOR ag	Keap1 Nrf2 FP	Arrestin-AP2 inh	Wnt act	C-LANA FP	Pemphigus Ab inh	Cardiac RTF inh	cardiac RTF act	MOR-DOR inv ag	V-ATPase pH	smiles
26	-1.0	-3	36	-3	1.6	96	4	-1	5	5	C=CCn1c(SCC(=O)c2[nH]c(C)c(C(=O)OCC)c2C)nc2scc(-c3ccccc3)c2c1=O
27	-2.2	0	21	-2	-1.0	100	5	1	11	2	COc1cccc(CNC(=O)CCCn2ccc3cc(S(=O)(=O)N4CCCC4)ccc32)c1
28	-1.0	-4	-15	-1	0.9	98	0	-2	5	2	Cc1ccc(-c2nsc(SCC(=O)NCc3ccc4c(c3)OCO4)n2)cc1
29	0.2	0	-26	-2	4.0	106	-18	1	-1	-2	CC(C)CNc1c(N)n(CC(C)C)c(=O)[nH]c1=O
30	-1.6	-8	17	-3	-0.5	100	0	9	9	-1	CCOCCCn1c(SCC(=O)N2CCOCC2)nc2ccccc2c1=O
31	-1.0	3	18	.	-2.0	94	1	-3	5	-6	O=C(O)CCC(=O)N1CCc2cc(S(=O)(=O)NCCc3ccc(Cl)cc3)ccc21
32	-0.3	2	-7	8	3.7	126	-3	-3	2	-2	CS(=O)(=O)N1CCc2cc(C(=O)Nc3ccc(Cl)cc3)ccc21
33	-0.8	-3	5	.	0.9	.	-7	3	4	5	Cc1c(-c2ccccc2)[n+](=O)c(-c2ccco2)c(C)n1[O-]
34	-2.0	-1	3	-3	0.3	99	11	4	11	-1	COc1cccc(Nc2ncnc3onc(-c4ccccc4OC)c23)c1
35	-1.5	-4	0	-1	0.4	99	-5	-6	9	-2	CCSc1nc2c(c(=O)[nH]1)C(c1cccs1)C(C(=O)OC)=C(C)N2 (centres undefined)
36	-0.9	-1	5	-2	0.5	110	-17	6	5	5	CS(=O)(=O)N(CC(=O)Nc1ccc(F)cc1)C1CCCCC1
37	-0.3	-6	-10	-1	-0.4	102	-16	5	2	-1	CCOC(=O)C1=C(CC)Nc2ccccc2N=C1NC(=O)c1ccc(S(=O)(=O)N2CCOCC2)cc1
38	-1.5	-6	-5	0	1.7	100	-3	14	7	-4	CCc1ccc2c(c1)C(NC(C)=O)C(=O)N2CCN1CCOCC1 (centres undefined)
39	0.5	-3	-7	-1	-0.6	92	-10	-1	-3	-2	COc1ccc(C(=O)c2sc(Nc3ccccc3)nc2N)cc1
40	-0.7	2	37	-1	-0.5	97	-3	-4	3	-2	COc1ccc(CNC(=S)N2CCN(S(=O)(=O)c3cccc(F)c3)CC2)cc1
41	-2.4	-4	-38	3	0.9	.	-3	4	11	-2	COc1ccc(CCNC(=O)c2csc3c2CCCC3)cc1OC
42	1.4	0	-3	.	-0.3	99	-5	-4	-7	6	CC(=O)/C(=C/Nc1ccc(Oc2ccccc2)cc1)c1ccccc1
43	-1.2	4	-1	.	-4.9	97	-8	-4	7	0	O=C(Nc1cccc(F)c1)c1cccc(S(=O)(=O)N2CCOCC2)c1
44	6.0	-1	10	0	-0.6	99	-5	6	-36	5	Cc1noc(C)c1COC(=O)c1ccccc1Oc1ccccc1
45	-0.2	-2	8	-2	3.1	96	-8	1	1	2	COCCn1c(-c2ccc(C)cc2)nc2c(c(=O)c3ccccc3n2C)c1=O
46	0.6	-5	-6	9	-0.6	99	-2	-3	-4	11	O=C1CCN(C(=O)/C=C/c2ccccc2)c2ccccc21
47	-3.4	-1	-12	-2	-6.5	98	1	-3	16	5	O=C(O)c1sccc1NC(=O)c1c(Cl)cccc1Cl
48	-0.8	1	15	1	0.8	.	-2	-5	5	-2	COc1ccc(-c2cc(C(=O)NCCCN3CCOCC3)no2)cc1
49	-1.8	1	14	-2	2.5	98	-12	-3	11	5	Cc1ccn2c(=O)nc(SCC(=O)NCc3ccccc3Cl)nc2c1
50	-1.5	-3	-10	.	0.2	101	1	6	8	-1	CC(C)(C)NC(=O)c1sccc1C(=O)O
51	-0.4	-2	-17	4	0.5	95	6	4	2	2	Cc1ccccc1C(=O)Nc1nnc(-c2ccc(C(C)(C)C)cc2)s1
52	1.1	-1	5	-4	0.9	102	1	1	-6	4	CC(=O)NS(=O)(=O)c1ccc(N=c2ssc3c2-c2ccc(C)cc2NC3(C)C)cc1

Assay outcomes from PubChem.
